Screens deposited in PubChem by National Center for Advancing Translational Sciences (NCATS).
Sm TGR block: qHTS Assay for the Inhibitors of Schistosoma Mansoni Peroxiredoxins; Schistosoma mansoni thioredoxin glutathione reductase (TGR), Q962Y6; Potency, µM (titrated, usually from 114 µM), for inactives: top-dose activity change, negative = inhibition, usual class: inhibitors; 3% of 360,000 active; purified TGR, DTNB reduction, TNB absorbance 405 nm; further: potency means the concentration at half of the fitted maximal effect; nearly all actives have a fitted effect of over 60% in size
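Kinetic colorimetric format: TGR-catalysed, NADPH-driven DTNB reduction monitored via TNB absorbance. Enzyme dispensed at 20 nM; compound exposure 15 min at room temperature before reaction start.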
HCMV inh: qHTS Assay for inhibitors of the human cytomegalovirus (HCMV) | HFF cells, HCMV-luciferase reporter, 72 h; active compounds read low | activity change, negative = inhibition, % at 57.5 µM | 4.5% of 410,000 active | AID 1259415, 2018; in the data active means activity change below about -60%; inconclusive means no clear call, values can overlap the other calls; inactive means above about -39%
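Inhibition of viral replication was scored as loss of reporter luminescence in HFFs infected with HCMV-luciferase (MOI 1 PFU/cell) for 72 h; compounds tested at 2 doses, normalized to buffer and Salinomycin controls.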
AmpC inh no detg: qHTS Inhibitors of AmpC Beta-Lactamase (assay without detergent); P00811; AID 485341, 2010; 0.52% of 330,000 active; Potency, µM (top dose mostly 57.1 µM), for the others: at the highest dose activity change, negative = inhibition, actives largely listed as inhibitors; AmpC nitrocefin hydrolysis, absorbance 480 nm, 0.0001% Triton;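 further: potency means the concentration at half of the fitted maximal effect; plate controls were no compound for no effect and no enzyme for full effect; nearly all actives have a fitted effect of over 20% in size; some results filed as inactive show a strong effect at the top dose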
Target sequence (P00811 whole entry, looked up): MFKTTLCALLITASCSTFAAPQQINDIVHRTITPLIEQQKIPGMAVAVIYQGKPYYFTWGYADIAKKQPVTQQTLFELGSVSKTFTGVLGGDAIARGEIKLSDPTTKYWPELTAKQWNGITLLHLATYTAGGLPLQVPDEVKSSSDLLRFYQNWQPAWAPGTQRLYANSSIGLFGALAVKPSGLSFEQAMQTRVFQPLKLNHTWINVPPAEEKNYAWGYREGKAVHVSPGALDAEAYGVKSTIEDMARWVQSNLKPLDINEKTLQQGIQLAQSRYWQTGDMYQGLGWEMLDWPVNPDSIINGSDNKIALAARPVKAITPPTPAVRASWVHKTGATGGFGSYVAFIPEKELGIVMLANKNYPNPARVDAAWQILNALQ
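20 mM phosphate pH 7.0 + 0.01% (detergent screen) or 0.0001% Triton X-100; 5.3 nM AmpC reagent; cpd preinc 15 min RT; nitrocefin (800 uM stock) to start; A480 q20 s × 4 min; Activity was normalised to no-enzyme and no-compound control wells.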
Tb PYK inh: qHTS of Trypanosoma Brucei Inhibitors; pyruvate kinase (Trypanosoma brucei), Q57TT1; Potency, µM (highest dose often 76.8 µM), for inactives: at the highest dose activity, negative = inhibition, actives largely listed as inhibitors; 0.12% of 410,000 active; TbPYK enzyme, Kinase-Glo Plus ATP luminescence, 45 min; further: potency means the concentration at half of the fitted maximal effect; nearly all actives have a fitted effect of over 50% in size
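Assay buffer: 50 mM TEA pH 7.2, 100 mM KCl, 10 mM MgCl2, 0.05% BSA, 0.01% Tween-20. Pyruvate kinase from T. brucei plus substrate met compound, then ADP (130 uM final). Luminescence was read post 45 min RT.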
AmpC detergent: qHTS Inhibitors of AmpC Beta-Lactamase (assay with detergent). AID 485294, 2010. 0.041% of 370,000 active. P00811. AmpC hydrolysis of nitrocefin, absorbance 480 nm, 0.01% Triton. Potency, µM (doses to about 114 µM), for inactives: at the top dose activity change, negative = inhibition, actives largely listed as inhibitors;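 further: potency means the concentration at half of the fitted maximal effect; 0% = no-compound wells and -100% = no-enzyme wells; nearly all actives have a fitted effect of over 25% in size; some results filed as inactive show a strong effect at the top dose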
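20 mM phosphate pH 7.0 + 0.01% (detergent screen) or 0.0001% Triton X-100; 5.3 nM AmpC reagent; cpd preinc 15 min RT; nitrocefin (800 uM stock) to start; A480 q20 s × 4 min; Activity was normalised to no-enzyme and no-compound control wells.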
LmPK inhibitor: qHTS Assay for Inhibitors of Leishmania Mexicana Pyruvate Kinase (LmPK). Q27686. AID 1721, 2009. Potency, µM (titrated, usually from 57.5 µM), inactives show at the highest dose activity change, negative = inhibition, most hits filed as inhibitors. purified LmPK, Kinase-Glo ATP luminescence, 1 h. 0.37% of 290,000 active; further: potency means the concentration at half of the fitted maximal effect
Target sequence (Q27686 whole entry, looked up): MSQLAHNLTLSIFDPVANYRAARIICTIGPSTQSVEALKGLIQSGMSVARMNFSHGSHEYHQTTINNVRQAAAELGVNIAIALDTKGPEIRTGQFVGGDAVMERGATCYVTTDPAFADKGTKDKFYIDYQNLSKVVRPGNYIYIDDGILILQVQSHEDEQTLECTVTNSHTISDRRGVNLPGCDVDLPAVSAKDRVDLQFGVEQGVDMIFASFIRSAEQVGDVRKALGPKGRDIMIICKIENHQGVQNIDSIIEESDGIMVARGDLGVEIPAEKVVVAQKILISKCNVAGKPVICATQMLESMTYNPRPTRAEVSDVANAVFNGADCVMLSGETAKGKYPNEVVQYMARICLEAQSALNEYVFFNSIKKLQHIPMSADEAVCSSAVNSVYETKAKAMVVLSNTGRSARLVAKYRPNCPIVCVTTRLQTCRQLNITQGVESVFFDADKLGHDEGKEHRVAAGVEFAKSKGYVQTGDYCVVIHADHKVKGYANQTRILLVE
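0.1 nM LmPK, 0.5 mM PEP, 0.1 mM ADP; 50 mM imidazole pH 7.2, 7 mM MgCl2, 50 mM KCl; 1 h RT. Kinase-Glo luminescence readout, normalized to no-enzyme (full inhibition) and uninhibited wells.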
AMA1-RON2 inh: qHTS for Inhibitors of AMA1-RON; Towards Development of Antimalarial Drug Lead: Primary Screen; AlphaScreen AMA1-biotinylated RON2 peptide binding; Potency, µM (doses to about 58.2 µM), inactives show at the highest dose activity change, negative = inhibition, actives largely listed as inhibitors; 0.2% of 360,000 active; AID 720542, 2013;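 further: potency means the concentration at half of the fitted maximal effect; 0% = vehicle wells and -100% = peptide control; nearly all actives have a fitted effect of over 45% in size; some results filed as inactive show a strong effect at the top dose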
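AMA1 (3D7) with his tag at 25 nM final met compounds first, then biotinylated RON2 peptide at 25 nM; detection used donor plus acceptor beads, 10 µg/mL apiece, read by AlphaScreen after 30 min at room temperature.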
* = called active by the depositor; ? = inconclusive; / = no result given; [ ] = remark or other dose. Unless noted, the call rests on the fitted dose curve; in most records, active means well fitted curve in the direction sought with a large enough effect; inconclusive means small, poorly fitted or top-dose-only effect, or another doubt; inactive means no such curve, though single readings can be large; an effect the other way counts as inactive or inconclusive. Unless noted, on the % scale 0 is the no-effect control and ±100 the full control effect.

Results follow in this order: Sm TGR block | Tb PYK inh | AmpC inh no detg | LmPK inhibitor | AMA1-RON2 inh | HCMV inh | AmpC detergent
CC(=O)c1ccc(N2CCN(C(=O)c3nn(C)c4c3CS(=O)(=O)c3ccccc3-4)CC2)cc1
 : -1.2% | ? | -0.5% | -2.3% | 14.9% | -22.4 | -11.2%
CC1=CC(C)C(COC(=O)CN2CCCCC2)C(C)C1 (stereo not given)
 : 0.1% | 4.6% | -9.3% | -4.1% | 6.7% | 34.4 | -4.1%
COCCNC(=O)C(=O)Nc1cccc(Br)c1
 : -7.2% | -2.1% | -18.2% | 8.4% | 8.5% | -14.4 | ?
O=C(CSc1nnnn1C1CCCCC1)N1CCc2ccccc21
 : 1.2% | 4.7% | -27.2% | -0.1% | -7.8% | ? | 2.5%
COc1cccc(-c2nc(SCC(=O)NCC3CCCO3)c(-c3ccc(F)cc3)[nH]2)c1 (stereo not given)
 : 4.7% | 2.3% | / | / | / | -14.5 | 9.7%
CCCCn1c(=N)n(CCOc2ccc(C)cc2)c2ccccc21
 : -2.3% | -7.6% | 34.5% | 4.9% | -7.4% | -37.1 | ?
CCc1ccccc1Oc1nc(NCCOC)nc2cc(-c3ccccc3)sc12
 : / | 4.3% | / | / | -3.3% | ? | /
COc1ccc(NC(=O)c2ccc3ccccc3n2)cc1S(=O)(=O)Nc1ccccc1Cl
 : -1.9% | 2.7% | -25.4% | 0.9% | 2.7% | -6.3 | -3.6%
CCCc1cc(=O)[nH]c(SCC(=O)c2cc(C)n(CCC)c2C)n1
 : 6.4% | -8.4% | -3.7% | 1.4% | -5.4% | -17.7 | 8.1%
CC1CC(C)CN(c2oc(-c3ccco3)nc2C#N)C1 (stereo not given)
 : -26.6% | -24.5% | -3.3% | 2.5% | -25.3% | -28.9 | 1.5%
COc1cccc(CNC(=O)c2ccc3c(c2)c(C)c(C)n3Cc2ccccc2)c1OC
 : 6.7% | -2.4%[15.4 µM] | / | / | / | ? | 6.2%
CCN(C(=O)COC(=O)CNC(=O)c1sc2ccccc2c1Cl)C1CCCCC1
 : 3.4% | 9.8% | 47.7% | / | -26.9% | 7.3 | 0.0%
CC(C)CN1CCC(=O)N(CCOc2ccccc2)CC1
 : -17.3% | -4.8% | -4.5% | 7.3% | 0.9% | 3.3 | -7.7%
Oc1ccc(N=Cc2sc3ccccc3c2Cl)cc1
 : -25.1% | -7.0% | -18.6% | -4.5% | 9.2% | ? | -1.5%
CCN(CC)CCOc1nnc(-c2ccc(OC)cc2)c2ccccc12
 : 0.0% | -9.4% | -1.4% | -3.2% | 0.3% | -71.9* | -12.2%
Clc1ccsc1-c1csc(-c2cccnc2)n1
 : -4.3% | 2.9% | -8.9% | 8.1% | 4.2% | 176.6 | 0.2%
Cc1ccc(C)c(N2CCN(C(=O)c3cccn3-c3nnc(N4CCCCC4)s3)CC2)c1
 : -0.1% | -1.4%[15.4 µM] | / | / | / | 0.0 | -8.0%
CCN(CC)C(=O)c1cc(-c2ccc3c(c2)OCO3)on1
 : -13.4% | -4.1% | -1.5% | -3.6% | 0.0% | 150.3 | 1.6%
CCOc1ccc(NC(=O)Cn2c(=O)n(Cc3nc(-c4ccccc4)no3)c(=O)c3ccccc32)cc1
 : 2.9% | 1.1% | / | / | / | 3.6 | -2.1%
CCc1ccc(-c2csc(NC(=O)C3=COCCO3)n2)cc1
 : -1.9% | -4.1% | 0.8% | / | 12.2% | -4.6 | -0.1%
Cc1ccc(Cl)cc1N1CCN(C(=O)c2ccc(C)c(-n3c(C)nc4cccnc43)c2)CC1
 : -11.0% | -9.7%[15.4 µM] | / | / | / | 0.0 | -3.9%
O=[N+]([O-])c1cccc(-n2nnnc2CN2CCCCCC2)c1
 : -1.8% | 2.5% | -8.9% | 3.1% | -24.9% | -34.7 | -5.0%
Cc1[nH]nc2c1C(c1cnn(C)c1)C(C#N)=C(N)O2 (stereo not given)
 : -23.9% | 3.9% | 1.2% | -0.8% | -13.4% | 51.6 | 1.0%
O=Cc1cn(CCC(=O)O)nc1-c1cccc2ccccc12
 : 5.8% | -3.1% | -6.8% | -4.3% | -2.4% | -25.7 | 1.4%
COC(=O)c1cc(C#N)c(Oc2ccc(OC)cc2)nc1C
 : -28.9% | 2.1% | 8.9% | -2.3% | 7.6% | -15.5 | -7.8%
COCCCNC(=O)CN(Cc1ccccc1)S(=O)(=O)c1ccccc1
 : -4.1% | 0.7% | 7.4% | -8.4% | 10.2% | -12.2 | ?
Cc1cc(C)nc(N2C(=O)CC(Cc3ccccc3)C2=O)n1 (stereo not given)
 : 1.1% | 5.1% | -0.6% | -0.8% | 0.0% | -1.2 | ?
CCCCCCC[C@@H](C/C=C/CCC(=O)O)OC
 : / | -2.4% | 3.5% | / | -3.5% | 1.5 | /
CC(=O)Nc1cccc(NC(=O)CSc2nc3ccccc3o2)c1
 : -1.2% | 1.5% | -15.1% | 0.0% | -0.8% | -9.8 | ?
Cc1ccc(C(=O)Nc2ccc(S(=O)(=O)NCc3ccco3)cc2)cc1
 : 50.1µM* | -3.0% | -23.3% | 9.6% | -5.8% | 29.5 | 4.6%

Whole records from above. Order of values: Sm TGR block, Tb PYK inh, AmpC inh no detg, LmPK inhibitor, AMA1-RON2 inh, HCMV inh, AmpC detergent
CCN(C(=O)COC(=O)CNC(=O)c1sc2ccccc2c1Cl)C1CCCCC1 is listed as 3.4%, 9.8%, 47.7%, /, -26.9%, 7.3, 0.0%
CC(=O)Nc1cccc(NC(=O)CSc2nc3ccccc3o2)c1 is listed as -1.2%, 1.5%, -15.1%, 0.0%, -0.8%, -9.8, ?

Later entries
Results follow in this order: Sm TGR block | Tb PYK inh | AmpC inh no detg | LmPK inhibitor | AMA1-RON2 inh | HCMV inh | AmpC detergent
Cc1nn(Cc2ccccc2)c(Cl)c1/C=C/C(=O)OC(C(=O)NC(N)=O)C(C)C (stereo not given)
 : -0.7% | -2.2% | -2.7%[11.4 µM] | 7.7% | -4.2% | -32.0 | -7.3%
Cc1ccc(-c2cnc(C(O)c3ccc(Cl)c(Cl)c3)[nH]2)cc1 (stereo not given)
 : / | 0.2% | / | / | 3.9% | -18.4 | /
C=CCNC1=C(Cl)C(=O)N(c2cccc(Cl)c2Cl)C1=O
 : -23.7% | 2.0% | -33.2% | -1.0% | 29.6% | 54.6 | 5.3%
CCCOc1ccc(C2c3c(-c4ccccc4O)n[nH]c3C(=O)N2CCc2ccccc2)cc1OCC (stereo not given)
 : 0.9% | -2.1% | / | / | / | -90.2* | 2.4%
CCCOc1ccc(/C(O)=C2/C(=O)C(=O)N(CCCOC)C2c2ccncc2)cc1 (stereo not given)
 : -1.2% | 7.3% | -13.3% | -0.1% | -2.9% | 10.4 | -13.3%
O=C(CCN1CCCCC1)Nc1cccc(Cl)c1
 : -12.1% | -1.0% | 1.9% | -4.7% | -2.3% | -13.6 | -9.9%
CC(C)c1ccc(CC(NC(=O)c2ccccc2)C(=O)NCC(=O)O)cc1 (stereo not given)
 : 5.5% | -2.9% | -13.3% | 1.6% | 7.4% | -3.5 | -7.9%
O=C(COC(=O)c1ccc(Cl)nc1)NC(=O)c1ccc(OC(F)F)cc1
 : -0.4% | 10.1% | -17.5% | / | -8.4% | 26.7 | 0.1%
CC(C(=O)N1CCN(C(=O)c2ccco2)CC1)n1sc2ccccc2c1=O (stereo not given)
 : -3.1% | 0.2% | 19.3% | 0.3% | -6.3% | -31.5 | -11.5%
O=C1CCCCC1(c1ccccc1)c1ccccc1
 : / | 5.7% | / | / | -2.2% | 24.7 | /
O=C(COC(=O)Cc1c[nH]c2ccccc12)NC1CCS(=O)(=O)C1 (stereo not given)
 : -2.9% | 1.1% | -10.4% | / | -2.3% | -21.2 | -14.3%
O=[N+]([O-])c1cn(-c2nc(-c3ccco3)cc(C(F)(F)F)n2)cn1
 : -7.7% | -3.0% | -8.3% | 1.6% | -1.1% | 15.5 | 2.0%
CCN(CC(=O)Nc1ccc(NC(C)=O)cc1)C(=O)c1cccc(S(=O)(=O)N2CCCC2)c1
 : -0.1% | 10.4% | -11.3% | / | 10.7% | -11.0 | -16.2%
COc1c(C(=O)Nc2c(C)n(C)n(-c3ccccc3)c2=O)ccc2ccccc12
 : 3.4% | -14.4% | -8.0% | 2.2% | -12.2% | -21.0 | 3.1%
Cc1ccc(-c2nc3ccccc3c(=O)n2N)cc1
 : 0.0% | 5.5% | -6.3% | -0.1% | -1.8% | 0.9 | 0.2%
C/C(=N\NC(=O)CSCc1ccc([N+](=O)[O-])cc1)c1ccccc1O
 : -11.7% | -9.8% | -53.5% | 2.3% | 75.1%[activator] | -25.4 | ?
C=CCOc1ccc(CNc2ccc3[nH]c(=O)[nH]c3c2)cc1
 : -5.7% | -17.7% | 2.9% | 2.7% | -26.5% | ? | -2.3%
COc1ccc(CNC(=O)C2CCN(S(=O)(=O)c3c(C)noc3/C=C/c3ccccc3F)CC2)cc1
 : -4.8% | -4.5% | / | / | / | 19.2 | 0.2%
CC(=O)NS(=O)(=O)c1ccc(N=c2ssc3c2-c2cc(C)c(C)cc2NC3(C)C)cc1
 : -3.9% | 1.2% | -45.0% | -2.0% | ? | -39.5 | -6.0%
CN(C)C(CNC(=O)CNC(=O)c1ccc2ccccc2c1)c1ccccc1 (stereo not given)
 : 10.8% | -15.8% | -4.2% | -6.4% | -3.2% | -15.5 | 0.5%
Cc1csc(NC(=O)c2cn3ccccc3n2)n1
 : 2.1% | ? | -25.8% | 14.1µM* | 74.5%[activator] | 0.0 | 1.1%
COc1ccc(C(=O)CC2(O)C(=O)N(Cc3cccc(C(F)(F)F)c3)c3ccccc32)cc1 (stereo not given)
 : -1.0% | 7.4% | / | / | / | -29.4 | 5.9%
O=C(O)C1(P(=O)(c2ccc(Cl)cc2)c2ccc(Cl)cc2)CC1
 : / | 1.8% | -1.5% | 2.1% | -4.6% | ? | -7.4%
Cc1ccc(OCCCC(=O)ON=C(N)c2ccccc2C)cc1
 : -28.8% | -9.6% | -6.2% | / | 36.1%[activator] | 14.1 | -2.8%
COc1ccc(C(=O)OCC(=O)NCCCc2ccccc2)c(OC)c1
 : 3.6% | -6.7% | 4.5% | -0.8% | -5.5% | 65.9 | 3.2%
